PREPL inhibitor: PREPL enzyme inhibitors, primary screen, biochemical, fluorescence polarization; Prolyl endopeptidase-like (Homo sapiens), Q4J6C6; recombinant PREPL, fluorescence polarization activity-based probe; inhibition, % at 5.96 µM; hit rate 0.68% among 320,000; AID 2751, 2010; in the data active = inhibition above about 43%;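 also: 0% = enzyme with DMSO and 100% = wells lacking enzyme; many of its hits are not listed in these tables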
PAD4 FP inh: human PAD4 inhibitors, primary screen, biochemical, fluorescence polarization, 1536-well format. hit rate 0.41% among 330,000. inhibition, % at 6.36 µM. recombinant PAD4, RCA probe fluorescence polarization;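 active = percent inhibition above a cutoff equal to the mean of all tested compounds plus 3 SD, cut at about 15% in these data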;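 also: 0% = PAD4 with RCA probe and DMSO and 100% = probe without PAD4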
GSTO1 inh: inhibitors of recombinant GSTO1, primary screen, counter-screen for RBBP9 inhibitor project, biochemical, fluorescence polarization | Glutathione S-transferase omega-1 (Homo sapiens), P78417 | hit rate 1.1% among 300,000 | AID 1974, 2009 | inhibition, % at 5.96 µM | activity-based probe fluorescence polarization;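 active = inhibition above the campaign mean inhibition plus 3 SD, cut at about 35% in these data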;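 also: 0% = GSTO1-1 with DMSO and 100% = wells lacking GSTO1-1 enzyme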
pPAFAH inh: pPAFAH enzyme inhibitors, primary screen, biochemical, fluorescence polarization, human | Platelet-activating factor acetylhydrolase (Homo sapiens), Q13093 | recombinant pPAFAH, FP-rhodamine probe fluorescence polarization | inhibition, % at 3.39 µM | hit rate 1.5% among 330,000 | AID 463082, 2010;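 active = inhibition above the mean inhibition across the screen plus 3 SD, cut at about 25% in these data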;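 also: inhibitors block binding of the rhodamine activity-based probe so polarization drops; 0% = enzyme with DMSO and 100% = wells lacking pPAFAH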
Target sequence (Q13093 whole entry, looked up): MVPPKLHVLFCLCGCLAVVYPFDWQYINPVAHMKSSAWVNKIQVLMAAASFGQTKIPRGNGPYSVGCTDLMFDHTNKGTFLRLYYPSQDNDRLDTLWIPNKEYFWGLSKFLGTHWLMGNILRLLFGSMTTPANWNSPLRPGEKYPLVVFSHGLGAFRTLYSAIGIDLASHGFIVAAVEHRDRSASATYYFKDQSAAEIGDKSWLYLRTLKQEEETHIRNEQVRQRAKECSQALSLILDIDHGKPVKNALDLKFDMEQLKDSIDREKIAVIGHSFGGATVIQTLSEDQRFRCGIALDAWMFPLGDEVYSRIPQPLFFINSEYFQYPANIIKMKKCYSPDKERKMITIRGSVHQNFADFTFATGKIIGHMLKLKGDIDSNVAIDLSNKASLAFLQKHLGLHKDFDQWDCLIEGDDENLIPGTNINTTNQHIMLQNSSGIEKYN
PAFAH1B3 inh: PAFAH1B3 enzyme inhibitors, primary screen, biochemical, fluorescence polarization, human; recombinant PAFAH1B3, FP-rhodamine probe; inhibition, % at 3.39 µM; hit rate 0.28% among 340,000; AID 492972, 2010;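 active = inhibition above the screen-wide average of all tested compounds plus 3 SD, cut at about 25% in these data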;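 also: 0% = enzyme with DMSO only and 100% = wells lacking PAFAH1B3 protein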
Target sequence (Q15102 whole entry, looked up): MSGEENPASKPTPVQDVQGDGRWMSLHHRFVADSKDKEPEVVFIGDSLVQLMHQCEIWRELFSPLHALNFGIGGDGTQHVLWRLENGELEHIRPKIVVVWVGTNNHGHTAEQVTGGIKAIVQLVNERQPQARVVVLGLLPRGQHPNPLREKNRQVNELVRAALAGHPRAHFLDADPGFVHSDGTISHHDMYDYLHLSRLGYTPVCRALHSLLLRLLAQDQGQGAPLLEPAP
LYPLA2 counter: LYPLA2 inhibitors, primary screen, counter-screen for PME1 inhibitor project, biochemical, fluorescence polarization, FP-Rh probe ABPP. inhibition, % at 5.9 µM. Acyl-protein thioesterase 2 (Homo sapiens), O95372. hit rate 0.38% among 320,000. recombinant LYPLA2. AID 2177, 2009;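 active = inhibition above the screen-wide mean plus 3 SD, limit set per campaign, cut at about 26% in these data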;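 also: 0% = LYPLA2 with DMSO and 100% = wells lacking LYPLA2 enzyme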
PAFAH1B2 FP inh: PAFAH1B2 enzyme inhibitors, primary screen, biochemical, fluorescence polarization, human; hit rate 1.2% among 340,000; recombinant PAFAH1B2, FP-rhodamine activity probe; inhibition, % at 3.39 µM; Platelet-activating factor acetylhydrolase IB subunit alpha2 (Homo sapiens), P68402;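 active = inhibition above the mean of all tested compounds plus 3 SD, cut at about 24% in these data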;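 also: 0% = enzyme with DMSO and 100% = wells lacking PAFAH1B2; many of its hits are not listed in these tables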
Target sequence (P68402 whole entry, looked up): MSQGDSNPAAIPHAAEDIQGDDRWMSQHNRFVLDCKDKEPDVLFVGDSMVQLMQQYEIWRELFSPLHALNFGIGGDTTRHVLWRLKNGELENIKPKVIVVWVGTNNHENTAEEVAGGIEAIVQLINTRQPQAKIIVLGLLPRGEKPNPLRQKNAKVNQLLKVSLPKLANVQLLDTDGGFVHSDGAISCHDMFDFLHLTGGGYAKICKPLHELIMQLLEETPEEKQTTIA
PME-1 primary: PME-1 inhibitors via competitive probe labeling, primary screen, biochemical, fluorescence polarization, FP-Rh probe, HTS | Protein phosphatase methylesterase 1 (Homo sapiens), Q9Y570 | recombinant PME-1 | inhibition, % at 5.9 µM | hit rate 0.53% among 320,000 | AID 2130, 2009;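 active = inhibition above the campaign mean of all compounds plus 3 SD, cut at about 26% in these data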;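 also: competitive labeling of PME-1 active site by serine hydrolase directed probe; 0% = PME-1 with DMSO and 100% = wells lacking PME-1 enzyme; inhibitors block probe labeling so polarization falls and inhibition rises; many of its hits are not listed in these tables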
LYPLA1 counter: LYPLA1 inhibitors, primary screen, counter-screen for PME1 inhibitor project, biochemical, fluorescence polarization, FP-Rh probe ABPP. Acyl-protein thioesterase 1 (Homo sapiens), O75608. hit rate 0.16% among 320,000. AID 2174, 2009. inhibition, % at 5.9 µM. recombinant LYPLA1;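 active = inhibition above the mean of all tested compounds plus 3 SD, set per campaign, cut at about 14% in these data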;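 also: inhibitors block serine hydrolase probe labeling of LYPLA1 so polarization falls; 0% = enzyme with DMSO and 100% = wells lacking LYPLA1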
* marks the source's active call; other numbers are inactive results; . = no result given. These rows are one share of the data. The share of hits here may be higher or lower than overall.

SMILES | PREPL inhibitor | PAD4 FP inh | GSTO1 inh | pPAFAH inh | PAFAH1B3 inh | LYPLA2 counter | PAFAH1B2 FP inh | PME-1 primary | LYPLA1 counter
OC1COC(O)C(O)C1O (centres undefined) | 1 | -3 | 2 | 4 | 2 | 7 | -2 | 3 | -1
Cc1cccc(NC(=O)CCCN2C(=O)c3cccc4cccc(c34)C2=O)c1 | 18 | 1 | 6 | 5 | 0 | 3 | 1 | 4 | 3
O=C(O)CCc1ncc(C(F)(F)F)cc1Cl | 1 | 0 | -3 | -1 | 8 | -2 | -2 | 3 | -1
COc1cccc2sc(N(C)c3ccccc3)nc12 | -1 | -4 | -2 | 12 | 2 | 4 | 8 | 1 | 4
COC(=O)Cn1c(C(O)c2ccccc2)nc2ccccc21 (centres undefined) | -5 | 2 | 7 | 5 | 5 | -3 | 4 | 0 | 1
NS(=O)(=O)c1ccc(CCNC(=O)CSc2nc3ccccc3c(=O)n2CC2CCCO2)cc1 (centres undefined) | 0 | 0 | 6 | 2 | 5 | -7 | 6 | 5 | -5
Cc1ccccc1OCC(=O)NNC(=O)C1CCN(c2ncnc3sc(C)c(C)c23)CC1 | -41 | 3 | -6 | 2 | 6 | 2 | 5 | -2 | -2
COc1cccc(C(=O)OC2CCCN(C)C2)c1 (centres undefined) | 20 | -2 | 16 | -9 | 7 | 3 | -8 | 1 | -2
Cc1ccc(C)c(OCC(=O)N/N=C/c2ccsc2)c1 | -6 | 2 | 7 | 5 | 3 | -3 | 2 | 6 | 1
O=C(Nc1ccc(OCC(=O)N2CCOCC2)cc1)Nc1cccc2ccccc12 | 28 | -4 | -3 | 7 | 3 | 3 | 5 | 4 | 0
CC(C)C[C@H](NC(=O)N1CC(=O)Nc2ccccc21)C(=O)N[C@@H](C(=O)O)c1ccccc1 | -4 | -2 | 5 | 4 | 0 | -6 | 5 | -2 | 0
COc1ccc(CCNC(=O)[C@H](C)N2C(=O)N3CCc4c([nH]c5ccccc45)[C@@]3(C)C2=O)cc1 | 12 | 0 | -1 | 11 | 2 | 2 | 10 | 1 | -1
Cc1ccc(CNS(=O)(=O)c2c(C)n(C)c(=O)n(C)c2=O)cc1 | -19 | -2 | 4 | -2 | 3 | 6 | 6 | 1 | 5
COc1ccc(S(=O)(=O)Cc2ccc(C(=O)N3CCOCC3)o2)cc1 | 1 | -1 | 1 | 0 | 0 | -6 | -3 | -4 | -2
COC(=O)c1ccc(NC(=O)CSc2nc(=O)n3cccc(C)c3n2)cc1 | 2 | 1 | -6 | -1 | 3 | -1 | 1 | -3 | 1
Cc1ccc(C)c(NC(=O)CCCCCN2C(=O)[C@@H]3Cc4ccccc4CN3C2=O)c1 | 1 | -7 | -2 | -1 | -6 | 8 | -4 | 4 | 1
CCN1CCN(C(=S)c2ccc(Cl)c(Cl)c2)CC1 | -1 | -2 | 5 | 3 | 8 | -6 | 1 | -2 | -3
CCOc1ncccc1C(=O)N(CC)CC(=O)Nc1ccc(NC(C)=O)cc1 | 7 | -7 | -4 | -6 | 1 | -3 | 1 | -2 | 0
CCCC1(C(=O)OCC)NC(c2cc(OC)c(OC)c(OC)c2)C2C(=O)N(CC)C(=O)C21 (centres undefined) | 13 | -2 | 4 | -6 | -6 | 0 | -2 | 1 | -2
O=C(NCC1CCN(Cc2ccccc2F)CC1)Nc1ccccc1F | -2 | 0 | 0 | 5 | 5 | -8 | -1 | -1 | -2

Three structures out of the list, ordered by formula weight, ascending.
SMILES | PREPL inhibitor | PAD4 FP inh | GSTO1 inh | pPAFAH inh | PAFAH1B3 inh | LYPLA2 counter | PAFAH1B2 FP inh | PME-1 primary | LYPLA1 counter
O=C(NCC1CCN(Cc2ccccc2F)CC1)Nc1ccccc1F | -2 | 0 | 0 | 5 | 5 | -8 | -1 | -1 | -2
Cc1ccc(C)c(NC(=O)CCCCCN2C(=O)[C@@H]3Cc4ccccc4CN3C2=O)c1 | 1 | -7 | -2 | -1 | -6 | 8 | -4 | 4 | 1
CCCC1(C(=O)OCC)NC(c2cc(OC)c(OC)c(OC)c2)C2C(=O)N(CC)C(=O)C21 (centres undefined) | 13 | -2 | 4 | -6 | -6 | 0 | -2 | 1 | -2

(further entries)
SMILES | PREPL inhibitor | PAD4 FP inh | GSTO1 inh | pPAFAH inh | PAFAH1B3 inh | LYPLA2 counter | PAFAH1B2 FP inh | PME-1 primary | LYPLA1 counter
CCOc1ccc(C2C(C(=O)OC)=CN(CCOC)C=C2C(=O)OC)cc1 | 1 | -1 | 0 | -1 | 19 | 0 | 0 | -9 | -1
Cc1ccc(NC(=O)CN(C)C(=O)C(C)OC(=O)CNC(=O)c2ccc(Cl)c([N+](=O)[O-])c2)cc1 (centres undefined) | -9 | 4 | 5 | 9 | -2 | -4 | 6 | 0 | 0
O=C(O)CN1CCCCCC1=O | 0 | -7 | -8 | 6 | 4 | 1 | 3 | 3 | 0
COc1ccc(N2CCN(C(=O)C3Cc4ccccc4CN3C(=O)c3ccco3)CC2)cc1 (centres undefined) | 12 | 1 | . | -1 | 10 | 2 | 6 | -3 | 2
Cc1cc(C)n2nc(CC(=O)NCc3ccc(F)cc3)nc2n1 | -4 | -3 | 6 | -1 | 3 | -4 | 4 | -2 | 4
O=S1(=O)Nc2c(ccc3cccnc23)-c2ccccc21 | 17 | -1 | 55* | 27* | 12 | 1 | 5 | 5 | -1
CC(=O)Oc1ccc(C2(C)CC(C)(C)Oc3cc(OC(C)=O)ccc32)c(OC(C)=O)c1 (centres undefined) | 15 | 6 | -1 | 4 | 4 | 0 | 2 | 3 | 3
O=c1ccc2cc(S(=O)(=O)NCCCc3ccccc3)ccc2[nH]1 | -2 | 3 | 8 | 8 | 2 | 10 | 22 | -6 | 5
COc1ccccc1S(=O)(=O)Cc1ccc(C(=O)N2CCN(c3ccc(C)cc3)C(C)C2)o1 (centres undefined) | 17 | -1 | -3 | 4 | -3 | 0 | 3 | 4 | 0
Cc1cccc(-c2nnc(NC(=O)c3ccc(Cl)cc3)o2)c1 | 11 | 4 | -22 | 5 | 9 | -2 | 4 | -4 | 2
COc1ccc(CNC(=O)CN2C(=O)NC(C)(c3ccc(Cl)cc3)C2=O)cc1 (centres undefined) | 6 | 2 | 6 | 3 | 8 | -3 | 4 | -4 | -4
COc1ccc(NC(=O)C(=S)NC2CCCCC2)cc1 | -10 | -6 | 7 | 6 | 8 | 7 | 3 | 3 | 4
Cc1cc(C(F)(F)F)nn1CC(=O)N(C)c1ccccc1 | 1 | 1 | 7 | 2 | 8 | 2 | 5 | 2 | 1
CC1Cc2ccccc2N1C(=O)COC(=O)c1cccc(Br)c1 (centres undefined) | 3 | -2 | . | 2 | 5 | -2 | 6 | 4 | 1
Oc1cccc(Nc2ncnc3ccccc23)c1 | 13 | -7 | -3 | 5 | -2 | 0 | 1 | -4 | 0
Cc1c(CN(C)C(=O)c2nn(C)cc2[N+](=O)[O-])cnn1C | 10 | -6 | -4 | 5 | 5 | -1 | 0 | -3 | 0
CCC(=O)Nc1c2c(nn1-c1ccc(OC)cc1)CS(=O)C2 (centres undefined) | 8 | 0 | 7 | -3 | 5 | -3 | -5 | -1 | 1
O=C(NCc1nnnn1-c1ccc(F)cc1)c1ccc([N+](=O)[O-])o1 | 7 | -7 | 10 | 0 | 6 | 9 | 4 | 2 | 4
N=C1C(c2nc3ccccc3s2)=C(O)CN1NC(=O)c1ccco1 | 1 | -5 | 8 | 4 | 0 | 4 | 1 | -4 | 2
Cn1cnc([N+](=O)[O-])c1Oc1ccc2ccccc2c1 | -6 | 0 | 1 | -3 | 0 | -6 | 14 | -1 | 2
CCOC(=O)N1CCN(C(=S)Nc2cc(OC)c(OC)cc2C(=O)OC)CC1 | -6 | -2 | 3 | 1 | 8 | 5 | 1 | 5 | -1
CN=c1scc(C)n1/N=C/c1cc(Br)c(O)c(Br)c1 | 3 | 2 | 6 | 22 | 1 | 6 | -2 | -4 | -1
O=C(CNc1cccc([N+](=O)[O-])c1)NCCCc1ccccc1 | -28 | 3 | 8 | -1 | 6 | -6 | 3 | 1 | -1
COc1ccccc1CN1C(=NC(=O)C2CCCCC2)SC2CS(=O)(=O)CC21 (centres undefined) | -3 | 3 | 1 | 3 | 8 | 2 | 3 | -6 | -2
Cc1ccc(N(C(=O)CCC(=O)Nc2ccccn2)C(C(=O)NC(C)C)c2ccc(F)cc2)cc1 (centres undefined) | 1 | -4 | 6 | -9 | 10 | -9 | 5 | -2 | -4
CCCc1nc(-c2ccc(-c3ccc(F)cc3)cc2)no1 | -2 | -3 | 4 | -2 | 4 | 5 | 2 | -2 | 6
CN(Cc1ccc(F)cc1)C(=O)CNC(=O)C1CCCCC1 | 10 | 2 | -1 | 0 | -1 | 2 | 1 | 5 | -1
CCC1CCCCN1C(=O)c1cc(COc2ccc3ncccc3c2)on1 (centres undefined) | -8 | 2 | 7 | 2 | 0 | 1 | 2 | -1 | 4
Cc1cc(-c2cccc(Br)c2)c(C#N)c(N)n1 | -3 | 0 | 6 | 6 | 6 | -2 | -5 | -8 | 0
CCN(CC)CCSc1nnc2c3ccccc3n(CCc3ccccc3)c2n1 | 12 | 7 | 2 | 7 | 1 | -5 | 7 | 2 | -5
CCOC(=O)c1[nH]c(C)c(C(=O)Nc2ccc(C)c(C)c2)c1C | 4 | 1 | 5 | 0 | 5 | -6 | 10 | 0 | -1
CN(C)Cc1n[nH]c(=O)c2ccccc12 | -3 | -5 | 5 | 0 | 6 | 2 | 2 | 0 | -1
CCc1ccc(Nc2n[n+](-c3ccccc3)c(-c3cc(OC)c(OC)cc3Br)s2)cc1 | -2 | -2 | 0 | -1 | 5 | -2 | 3 | 4 | -4
Cc1ccc(CNC(=O)Cn2nnc(C(=O)Nc3cc(C)ccc3C)c2N)cc1 | 2 | -3 | -11 | 1 | 0 | 5 | 2 | 2 | 3
CCOC(=O)C[C@H]1c2cc(F)ccc2S(=O)(=O)N1C1CCCCC1 | -1 | 1 | 4 | 0 | 7 | -1 | 5 | -1 | -2
COc1ccccc1C(=O)Nc1ccc(C2=NNC(=O)CC2C)cc1 (centres undefined) | 2 | 1 | -1 | -5 | -6 | 1 | 5 | 1 | 3
CCN(Cc1ccccc1)S(=O)(=O)c1c[nH]c(C(=O)OC)c1 | -5 | -1 | 3 | 1 | 11 | -3 | 1 | 5 | -1
Cc1ccc(C(=O)N2CCCC(N3CCN(c4ccccc4C)CC3)C2)c(=O)[nH]1 (centres undefined) | 23 | -9 | 4 | 8 | 2 | 5 | 0 | -1 | 8
CCN1CCN(c2cc(N3CCc4ccccc4C3)c(F)cc2[N+](=O)[O-])CC1 | 37 | 4 | 1 | 12 | -1 | 9 | -2 | 1 | 1
CC(C)(C)NC(=O)N1CCN(c2nc3ccc(Cl)cc3s2)CC1 | 16 | 2 | 2 | 3 | 10 | -5 | 5 | -4 | -4

From PubChem
